# TEAD-YAP inh = TEAD-YAP interaction inhibition; AID 1259422; inhibition, % at 9.12 µM; HEK-TIYL cells, TEAD-Gal4/YAP UAS-luciferase luminescence; 640,000 compounds, 1.4% hits; in the data active = inhibition above about 32%;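 note: 0% = median of test compound wells and 100% = reference inhibitor wells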
# MITF inh = human MITF inhibition, primary screen; O75030; AlphaScreen MITF homodimerization, bead proximity signal; inhibition, % at 2.6 µM; 650,000 compounds, 0.91% hits; AID 1259374; in the data active = inhibition above about 50%;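 note: 0% = vehicle wells with protein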
# Target sequence (O75030 whole entry, looked up): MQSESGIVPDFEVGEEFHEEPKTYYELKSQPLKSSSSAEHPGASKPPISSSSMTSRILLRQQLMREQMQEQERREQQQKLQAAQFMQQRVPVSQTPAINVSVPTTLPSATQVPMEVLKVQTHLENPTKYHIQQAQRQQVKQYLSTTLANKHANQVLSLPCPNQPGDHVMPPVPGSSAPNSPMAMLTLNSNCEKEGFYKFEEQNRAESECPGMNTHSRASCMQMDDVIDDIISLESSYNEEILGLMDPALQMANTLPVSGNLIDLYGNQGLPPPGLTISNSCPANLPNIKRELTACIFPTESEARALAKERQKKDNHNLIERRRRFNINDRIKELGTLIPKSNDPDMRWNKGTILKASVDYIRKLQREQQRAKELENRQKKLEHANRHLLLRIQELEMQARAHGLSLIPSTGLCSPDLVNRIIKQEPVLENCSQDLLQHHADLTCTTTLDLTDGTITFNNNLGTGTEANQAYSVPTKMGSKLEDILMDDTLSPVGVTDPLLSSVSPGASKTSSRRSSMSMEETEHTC
# GPR151 ag = activators of human GPR151 | Q8TDV0 | PathHunter beta-arrestin GPR151 cells, luminescence | activation, % at 11.2 µM | 650,000 compounds, 1% hits; in the data active = activation above about 4.9%;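 note: 0% = median of compound wells and 100% = cells with positive control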
# Target sequence (Q8TDV0 whole entry, looked up): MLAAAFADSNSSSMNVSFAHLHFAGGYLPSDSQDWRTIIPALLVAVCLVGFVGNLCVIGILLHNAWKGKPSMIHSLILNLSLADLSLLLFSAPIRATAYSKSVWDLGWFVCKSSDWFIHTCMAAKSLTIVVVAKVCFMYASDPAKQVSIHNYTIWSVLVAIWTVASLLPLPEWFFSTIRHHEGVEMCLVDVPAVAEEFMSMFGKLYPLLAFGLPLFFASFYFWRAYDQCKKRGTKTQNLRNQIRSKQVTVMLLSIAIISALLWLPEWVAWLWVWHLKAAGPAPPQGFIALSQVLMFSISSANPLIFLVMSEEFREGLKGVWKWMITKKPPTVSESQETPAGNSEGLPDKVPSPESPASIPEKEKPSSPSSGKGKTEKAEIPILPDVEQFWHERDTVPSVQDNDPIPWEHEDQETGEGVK
# FBW7 act = activators of human E3 ligase FBW7. Q969H0. normalized activity (activation), % at 26.1 µM. AlphaScreen FBW7–phospho-cyclin E peptide binding, activator screen. AID 1259310. 650,000 compounds, 0.13% hits; in the data active = normalized activity above about 1.9%;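 note: purified mutant Fbw7 with reduced substrate affinity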
# * marks the source's active call; other numbers are inactive results; & = joins results of further samples.
Molecule,TEAD-YAP inh,MITF inh,GPR151 ag,FBW7 act
C1=CC2CC1CC2CN1CCN(C2CCCCC2)CC1 (stereo not given),7,48,-0.1,0.0
Cc1ccccc1N1CCN(S(=O)(=O)c2nnc(NC(=O)CC(C)C)s2)CC1,2,2,4.9,0.0
CS(=O)(=O)N(CC(=O)N1CCN(Cc2ccccc2)CC1)c1cc(Cl)cc(Cl)c1,4,0,3.5,-0.2
Cc1ccc(NC(=O)c2c(-c3ccccc3)noc2C)cc1Cl,7,-15,1.1,0.5
Cn1cnnc1SCC(=O)Nc1ccc2nc(SCC(=O)N3CCc4ccccc43)sc2c1,15,4,-0.1,-0.1
O=C(NCc1n[nH]c(=S)n1-c1cccc(Cl)c1)c1ccc(S(=O)(=O)N2CCCCC2)cc1,-14,4,0.3,-0.1
O=C(Nc1ccc2ncccc2c1)c1ncoc1-c1ccccc1C(F)(F)F,-31,7,-1.0,1.1
O=C(O)[C@H]1CCCC[C@H]1C(=O)NCCC1=CCCCC1,-6,-7,-0.3,0.2
O=[N+]([O-])c1ccc2[nH]cc(S(=O)(=O)Nc3ccc(F)c(Cl)c3)c2c1,-6,7,0.8,0.8
CCC1=NN(C(=O)c2cccc(C)c2O)C(O)(c2cccnc2)C1 (stereo not given),-6,4,3.7,-0.4
Cn1cnnc1-c1ccc(Nc2ncc(F)c(-c3cc(N4CCOCC4)cc(C(F)(F)F)c3)n2)cc1,10,-1,0.6,-0.2
CC1(C)SC(=S)N(N)C1N(O)C(=O)NC1CCCCC1 (stereo not given),3,9,-0.5,-0.1
COC(=O)C(C)N1C(=O)S/C(=C/c2cc(OC)c(OC)cc2Cl)C1=O (stereo not given),-2,11,0.9,0.1
COc1ccc(C(=O)Nn2c(-c3ccc(F)cc3)nc3ccccc3c2=O)cc1,3,-1,-0.7,0.1
CCN(CC)c1ccc(/C=C2/C(=N)N3OC(C)=CC3=NC2=O)cc1,5,0,0.5,0.1
N#CN=C1CCCN1CC(N)=O,-5,1,-0.4,0.0
CCC(CC)=NNC(=O)c1c(C)nc2sccn12,16,-8,-1.2,-0.1
COCC(=O)N(C)C1(c2nnnn2-c2ccccc2)CCCCC1,16,10,0.1,0.2
O=C(Nc1ccc(-c2nc3ncccc3o2)cc1)c1ccccc1I,-25,-11,1.8,-0.2
O=C(NCc1csc(-c2cccs2)n1)Nc1ccc2c(c1)OCCCO2,11,7,-1.4,0.6
COc1ccc(-c2cnnc(N/N=C/c3ccc(O)cc3)n2)cc1,-31,17,-0.2,-0.1
O=C(CNC(=O)c1ccccc1Br)N/N=C/c1cc(O)ccc1[N+](=O)[O-],2,5,-0.4,0.0
N#CC1=C(N)n2c(s/c(=C\c3ccccc3F)c2=O)=C(C#N)C1c1ccccc1F (stereo not given),10,-3,0.2,0.3
Cc1cccc(-n2nc3c(c2NC(=O)c2ccc(S(=O)(=O)N4CCOCC4)cc2)CSC3)c1,5,5,-0.6,0.2
CC1=C(C(=O)OCc2ccccc2)C(c2cccc(Br)c2)C2=C(CC(c3ccccc3)CC2=O)N1 (stereo not given),7,12,0.0,0.5
CC(NC(=O)C1(c2ccc(F)cc2)CCCC1)c1nc(-c2cccnc2)n[nH]1 (stereo not given),-7,1,0.0,0.2
CCN1CCN(C(C)C(=O)Nc2ncc(C)s2)CC1 (stereo not given),4,16,7.0*,0.0
COc1ccc(C(=O)NNC(=O)C(=O)NC2CCCCC2)cc1,8,6,-0.5,0.2
CNC(=O)C(=O)Nc1c(C)cc(C)cc1C,2,-5,2.9,0.0
COc1ccc(/C=C/C(=O)N2CCC3(CC2)CC3C(=O)NCCc2ccccc2)cc1OC (stereo not given),-47,5,-0.2,0.2
O=C(CSc1nc(-c2ccccc2Cl)ns1)Nc1ccc2c(c1)OCCO2,7,15,-0.4,0.1
O=C1c2cccc(O)c2CCN1Cc1ccccc1,16,5,0.2,0.4
COc1ccc(C2=N/C(=C\c3ccc(Br)cc3)C(=O)O2)cc1OC,5,12,0.2,-0.1
CC(=O)N(NC(=O)C(O)(c1ccc(C)cc1)c1ccc(C)cc1)C(c1ccc(C)cc1)c1ccccc1F (stereo not given),-5,4,1.7,0.1
CCOC(=O)c1c(-c2ccccc2)oc2cc(Br)c(OCC(=O)c3ccc(OC)cc3)cc12,6,6,0.7,0.0
O=C(CN1C(=O)C(=O)c2ccccc21)c1ccc(F)cc1,-2,2,-0.1,-0.2
CCOc1ccc(-c2ccc(OCCNS(=O)(=O)c3ccccc3F)nn2)cc1,11,-2,0.1,-0.1
OCc1nc2ccc(-c3ccc4nc(CO)[nH]c4c3)cc2[nH]1,58*,15,-5.9,0.1
CC(C(=O)Nc1ccccc1C(=O)c1ccccc1)N1CCNC(=O)C1 (stereo not given),-4,10,-0.3,0.1
O=C(CSc1nc2ccsc2c(=O)n1Cc1ccccn1)c1ccc(Cl)cc1,-14,8,2.8,0.0
CCOc1cccc2cc(-c3nnc(Nc4ccc(C)cc4)s3)c(=O)oc12,9,-3,-0.4,-0.1
CC1CCCC(C)N1C(=O)COC(=O)c1ccccc1Br (stereo not given),1,-5,1.7,0.0
O=C(NCCC1=CCCCC1)c1cc(N2C(=O)C3C4CCC(C4)C3C2=O)ccc1Cl (stereo not given),4,-9,1.1,-0.1
O=C(Cc1ccc([N+](=O)[O-])cc1)Nc1ccc(F)c(Cl)c1,-3,7,0.4,-0.1
COc1ccc(C(CC(=O)O)NS(=O)(=O)c2ccc(OC)cc2)cc1 (stereo not given),3,-13,-1.2,0.0
NC(=O)c1oc2ccccc2c1NC(=O)/C=C/c1cccs1,1,-4,0.0,-0.1
Cc1nnc2ccc(SCC(=O)NCc3csc(Cc4ccccc4)n3)nn12,-9,-16,0.4,-0.2
CCCOC(=O)c1ccc(NC(=O)CCN2C(=O)c3ccccc3C2=O)cc1,4,-10,1.7,0.0
CC(C)C(NC(=O)c1ccccc1F)C(=O)NCCc1ccccn1 (stereo not given),-5,-3,0.6,0.0
O=C(N/N=C\c1cc(Br)c(O)c(O)c1Br)c1ccccc1,-40,7,-0.3,-0.1
CCn1c2cc(C)sc2c2cnn(CCC#N)c(=O)c21,-16,1,-0.2,0.5
CCCN(CC1CC1)C(=O)CN1Cc2cc(C)ccc2OC(C)C1 (stereo not given),9,0,0.0,-0.1
CC1=C(C(=O)Nc2ccccn2)C(c2cc([N+](=O)[O-])ccc2Cl)C2=C(CCCC2=O)N1 (stereo not given),-17,-6,-0.4,0.2
O=c1[nH]ncc(NC2CCCCC2)c1Cl,11,6,1.1,0.0
CCC1(C)Cc2[nH]c(=O)c(C(=O)O)cc2CO1 (stereo not given),-15,4,-0.8,-0.1
COc1ccccc1CNC(=O)C(=O)Nc1ccccc1F,-48,0,-0.4,0.0
Cc1cc2nc3s/c(=C/c4cccc([N+](=O)[O-])c4)c(=O)n3c2cc1C,-4,-6,-0.5,-0.2
COc1ccc(/C=N/NC(=O)c2c(C)nnn2-c2nonc2N)cc1OC,-5,11,0.4,0.0
CN(Cc1cnc2ccccn12)C1CCN(c2cccc(NC(=O)c3cccnc3)c2)CC1,-7,11,-0.2,0.0
CC(=O)Nc1ccc(C(=O)Nc2ccc(S(=O)(=O)NC(C)(C)C)cc2)cc1,-13,7,1.9,0.0

# Following part.
structure	TEAD-YAP inh	MITF inh	GPR151 ag	FBW7 act
COc1ccc(C2NC(=O)C(=O)/C2=C(/O)c2ccc(C)cc2)cc1OC (stereo not given)	-5	15	-0.5	0.1
N#C/C(c1nnc2n1CCCCC2)=c1\s/c(=C\c2ccncc2)c(=O)n1-c1ccccc1	-13	-8	1.3	-0.2
Cn1c(=O)c2c(ncn2CC(=O)Nc2sc3c(c2C#N)CCCC3)n(C)c1=O	7	-5	1.1	-0.1
CCOC(=O)c1sc2nc(CC(=O)OC)nc(Nc3ccc(F)cc3Cl)c2c1C	-8	14	-1.1	0.3
Cc1cccc[n+]1CC(=O)OCC12CC3CC(CC(C3)C1)C2	6	-2	-0.2	0.0
CC(Sc1nnc(-c2cccs2)n1Cc1ccccc1)C(=O)NC(N)=O (stereo not given)	-5	-3	0.5	-0.1
CSCCC(=O)N(C)CC(=O)Nc1ccccc1Cl	-2	7	1.5	0.4
Cc1ccc(C(=O)N(c2cccc(Cl)c2)C2C=CS(=O)(=O)C2)cc1C (stereo not given)	-5	17	-0.9	0.3
COc1ccccc1N1CCN(C(=O)Cc2c(C(=O)O)[nH]c3ccc(Cl)cc23)CC1	-10	-4	-0.8	0.1
CN1CCC2(CCN(C(=O)c3cc(COc4c(F)cccc4F)on3)C2)C1 (stereo not given)	-6	-3	-0.3	-0.2
COc1ccc(Nc2ncc(Cl)c(Nc3ccccc3-c3ccn(C)n3)n2)cc1	2	-7	-0.4	-0.3
O=C(Nc1cccc(-c2csc(-c3ccccc3)n2)c1)c1ccccc1Cl	-5	8	-0.2	-0.1
Oc1ccc(/C=N/Nc2nc(N3CCCC3)nc(N3CCOCC3)n2)cc1	-20	2	-0.3	-0.3
CC1C(=O)NC(=O)C1c1ccccc1 (stereo not given)	4	-5	2.0	-0.1
c1ccc(Cc2nc(CNc3nncc(-c4ccc5c(c4)OCO5)n3)cs2)cc1	3	-8	-2.3	0.1
CCCN(CCC)C(=O)Cn1ncc2c1-c1cc(C)ccc1OC2	0	-5	-0.3	-0.1
Cc1cccc2c3c([nH]c12)C(=O)CC(C)(C)S3	-7	-18	0.0	-0.1
CN(C)C1CCN(C(=O)CCc2nnc(C3CCCCC3)o2)C1 (stereo not given)	-1	6	2.2	0.0
COc1cc(C(=O)CSc2nnc(-c3ccc(O)cc3)o2)ccc1NC(C)=O	7	4	-0.3	0.0
C=CCNc1nnc(SCC(=O)N2CCCCC2)c2ccccc12	-1	-8	-0.1	-0.1
Cn1nnc2cc(C(=O)NC(C)(C)C)ccc21	2	5	-0.8	0.0
Cc1cc(C)cc(OCC(=O)NCc2nc(-c3cccc(C)c3)no2)c1	1	-5	-1.6	0.1
Cc1cc(C)nc(NS(=O)(=O)c2ccc(NC(=O)C3C4C=CC(C4)C3C(=O)O)cc2)n1 (stereo not given)	-3	7	0.5	1.3
CCc1ccc(-n2c(=S)sc3c(=O)n(-c4ccc(C)cc4)c(SCC(=O)NCCc4ccccc4)nc32)cc1	-11	3	0.1	-0.1
O=C(NCCCN1CCCC1=O)c1cccc(Nc2ncccn2)n1	1	4	0.5	-0.1
COc1ccc(-n2c(N)cc(=O)[nH]c2=O)cc1	0	-3	1.3	0.2
CCOC(=O)c1oc2cccc(O)c2c1CN(C)C	-1	-4	3.4	-0.1
CC(C)(C)C1CCc2c(sc(NC(=O)c3ccncc3)c2C(=O)Nc2cccc3ccccc23)C1 (stereo not given)	3	7	-0.3	-0.2
COc1ccc(NC(=O)c2ccccc2NS(=O)(=O)c2ccccc2)cc1	-12	0	-0.2	0.2
O=P1(NCCCO)C=C(c2ccccc2)SC(c2ccccc2)=C1	-2	14	-0.7	0.3
O=C(CCSc1ccc(Cl)cc1)NNC(=O)CCN1CCN(c2ccccc2)CC1	8	1	0.3	0.0
CCOC(=O)N1CCN(C(=S)NCCc2ccccc2)CC1	-11&-19	11&-7	1.5&-1.2	0.0&0.0
CC(C)COc1ccc(C2Nc3ccccc3C(=O)N2c2ccc(F)cc2)cc1 (stereo not given)	2	0	1.5	0.0
COc1ccc(CCNc2ccnc(Nc3nc4ccccc4n3C)n2)cc1	4	0	1.9	0.0
Nc1ccc(C(=O)CC2(O)C(=O)N(CCc3ccccc3)c3ccccc32)cc1 (stereo not given)	-1	-5	1.6	0.0
CCc1ccc(NC(=O)CSc2nc3ccc(NC(=O)c4ccccc4Cl)cc3s2)cc1	-3	-1	1.2	-0.1
COc1ccc(CN[C@H]2C[C@H]3C(=O)N[C@@H](C(C)C)C(=O)N3C2)cc1Cn1cccn1	6	-1	-0.3	0.0
CC(C)(C)c1ccc(C(=O)CSc2ncn[nH]2)cc1	18	18	-0.1	0.1
C=CCn1c(-c2ccc(F)cc2)csc1=Nc1ccc(-c2nnc3n2CCCCC3)cc1	-18	3	-0.6	-0.2

# For convenience, some entries already given.
structure	TEAD-YAP inh	MITF inh	GPR151 ag	FBW7 act
Nc1ccc(C(=O)CC2(O)C(=O)N(CCc3ccccc3)c3ccccc32)cc1 (stereo not given)	-1	-5	1.6	0.0
CCc1ccc(NC(=O)CSc2nc3ccc(NC(=O)c4ccccc4Cl)cc3s2)cc1	-3	-1	1.2	-0.1
COc1ccc(CN[C@H]2C[C@H]3C(=O)N[C@@H](C(C)C)C(=O)N3C2)cc1Cn1cccn1	6	-1	-0.3	0.0
CC(C)(C)c1ccc(C(=O)CSc2ncn[nH]2)cc1	18	18	-0.1	0.1
C=CCn1c(-c2ccc(F)cc2)csc1=Nc1ccc(-c2nnc3n2CCCCC3)cc1	-18	3	-0.6	-0.2

# Bioassay records as filed in PubChem.
